High-throughput results (PubChem BioAssay)
TNAP act hi DEA – TNAP activators at high phosphate acceptor level, primary screen, biochemical, luminescence, uHTS; activation factor at 20 µM; purified TNAP, CDP-star luminescence, 1 M DEA, 30 min; active compounds read high; 0 = EDTA background, 1 = DMSO-only activity; 200,000 tested, under 10 active;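 active = activation factor at least 2 at 20 µM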
Target sequence (P05186 whole entry, looked up): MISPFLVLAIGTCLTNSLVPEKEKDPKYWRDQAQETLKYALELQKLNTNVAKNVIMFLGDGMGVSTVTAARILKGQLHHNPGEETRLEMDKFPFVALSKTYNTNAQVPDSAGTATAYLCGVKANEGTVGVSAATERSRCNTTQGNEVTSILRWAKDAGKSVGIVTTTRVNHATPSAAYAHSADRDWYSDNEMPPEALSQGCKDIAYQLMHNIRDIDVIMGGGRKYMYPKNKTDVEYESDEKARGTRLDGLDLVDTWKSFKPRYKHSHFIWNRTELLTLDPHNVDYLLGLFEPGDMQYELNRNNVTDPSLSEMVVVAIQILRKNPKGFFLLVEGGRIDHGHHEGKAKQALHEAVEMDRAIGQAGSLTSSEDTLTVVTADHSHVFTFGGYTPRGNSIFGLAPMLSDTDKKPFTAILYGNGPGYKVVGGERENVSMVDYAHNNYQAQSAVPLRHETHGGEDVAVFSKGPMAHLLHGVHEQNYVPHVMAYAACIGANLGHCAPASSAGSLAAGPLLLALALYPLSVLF
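Dosing: 20 µM single point. System: human TNAP. Amount: TNAP 1/800 final. Incubation: 30 min, room temperature. Read-out: TNAP activation factor scaled between EDTA and DMSO control wells. Signal: luminescence from CDP-star hydrolysis. Medium: 1 M DEA, pH 9.8, Mg2+, Zn2+. Control set: EDTA negative control, DMSO positive control.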
HMGR II inh – inhibitors of E. faecalis class II HMGR, primary screen, biochemical, Enterococcus faecalis | HMG-CoA reductase (Enterococcus faecalis, mvaE) | purified E. faecalis HMGR, NADPH absorbance 340 nm kinetic | inhibition, % at 10 µM | actives 0.41% (n = 190,000) | AID 1066, 2008;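 active = inhibition above a set limit, the median over all tested compounds plus 3 SD, cut at about 9.5% in these data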;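 note: enzyme runs in reverse so mevalonate oxidation gives rising NADPH absorbance; 0% = complete reaction with DMSO and 100% = background rate lacking mevalonate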
TNAP inh hi DEA – human TNAP enzyme inhibitors, primary screen, biochemical, luminescent, high phosphate acceptor level, uHTS; Alkaline phosphatase, tissue-nonspecific isozyme (Homo sapiens), P05186; purified TNAP, CDP-star luminescence, 1 M DEA; inhibition, % at 20 µM; actives 0.03% (n = 200,000); AID 1135, 2008;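 active = over 50% inhibition of tissue-nonspecific alkaline phosphatase at 20 µM in the single-dose screen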;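 note: plate controls were DMSO wells for no effect and EDTA-quenched wells as full inhibition for full effect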
bIAP inhibitor – bovine intestinal alkaline phosphatase inhibitors, primary screen, selectivity assay for TNAP inhibitor project, biochemical, bovine IAP, CDP-star luminescence; alkaline phosphatase, intestinal [Bos taurus]; inhibition, % at 20 µM; 190,000 tested, under 10 active; purified bovine IAP, 30 min;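 active = over 50% inhibition of intestinal alkaline phosphatase at 20 µM in the single-dose screen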
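test system = bovine IAP enzyme | medium = DEA buffer 100 mM, pH 9.8, with MgCl2 1.0 mM, ZnCl2 0.02 mM | detection = luminescence | dosing = single compound dose of 20 µM, 2% DMSO final | incubation = 30 min reaction at room temperature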
TR-FRET SRC-2 ct – TR-FRET signal artefacts, primary screen, artefact control for PPARgamma SRC-2 agonist project, biochemical. TR-FRET ratio at 8 µM. TR-FRET artefact counter-screen; active compounds read high. actives 0.4% (n = 200,000). AID 1049, 2008; in the data active = TR-FRET ratio above about 2000; note: inactives centre near 1500
bIAP activator – bovine intestinal alkaline phosphatase activators, primary screen, biochemical, bovine IAP, CDP-star luminescence. activation factor at 20 µM. alkaline phosphatase, intestinal [Bos taurus]. actives 0.17% (n = 200,000). purified bovine IAP, 30 min; active compounds read high; fold of DMSO-control signal, blank-subtracted. AID 1016, 2008;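 active = activation factor of 2 or more at 20 µM, a signal rise over negative controls twice the positive control's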
PPARg SRC-2 ag – agonists of PPARg-SRC-2 recruitment, primary screen, biochemical, HTS | PPARgamma LBD-SRC-2 recruitment | AID 1032, 2008 | activation, % at 8 µM | Peroxisome proliferator-activated receptor gamma (Homo sapiens), P37231 | actives 0.34% (n = 200,000); in the data active = activation above about 22%;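 note: 0% = vehicle and 100% = reference agonist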
Target sequence (P37231 whole entry, looked up, the tested form may be a part): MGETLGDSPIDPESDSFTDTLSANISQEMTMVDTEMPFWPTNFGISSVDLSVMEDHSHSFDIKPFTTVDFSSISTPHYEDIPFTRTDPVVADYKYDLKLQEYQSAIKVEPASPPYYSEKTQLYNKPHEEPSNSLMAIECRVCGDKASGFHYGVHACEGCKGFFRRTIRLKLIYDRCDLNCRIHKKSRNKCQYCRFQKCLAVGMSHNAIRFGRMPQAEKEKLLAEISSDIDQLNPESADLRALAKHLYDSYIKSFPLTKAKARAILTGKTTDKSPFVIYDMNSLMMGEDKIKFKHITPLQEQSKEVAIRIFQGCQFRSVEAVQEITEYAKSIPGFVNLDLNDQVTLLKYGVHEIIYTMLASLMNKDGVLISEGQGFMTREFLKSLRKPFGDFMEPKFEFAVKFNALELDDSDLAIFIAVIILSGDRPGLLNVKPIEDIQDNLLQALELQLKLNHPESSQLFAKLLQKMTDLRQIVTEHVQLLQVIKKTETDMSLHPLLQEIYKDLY
TNAP inh no acc – human TNAP enzyme inhibitors, primary screen, biochemical, luminescent, no phosphate acceptor, uHTS | Alkaline phosphatase, tissue-nonspecific isozyme (Homo sapiens), P05186 | actives 0.26% (n = 200,000) | inhibition, % at 20 µM | purified TNAP, CDP-star luminescence, 30 min;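 active = tissue-nonspecific alkaline phosphatase inhibition above about 50% at 20 µM in the single-dose screen, limit read from the data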;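 note: 0% = DMSO negative control and 100% = EDTA positive control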
PPARg SRC-1 ag – PPARgamma agonists recruiting SRC-1 coactivator, primary screen, biochemical. PPARgamma-SRC-1 coactivator recruitment biochemical assay. Peroxisome proliferator-activated receptor gamma (Homo sapiens), P37231. actives 0.41% (n = 200,000). AID 631, 2007. activation, % at 8 µM; in the data active = activation above about 19%;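 note: 0% = DMSO and 100% = reference agonist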
PPARg SRC-3 ag – PPARgamma agonists recruiting SRC-3 coactivator, primary screen, biochemical; Peroxisome proliferator-activated receptor gamma (Homo sapiens), P37231; biochemical PPARgamma/SRC-3 coactivator recruitment assay; activation, % at 8 µM; actives 0.26% (n = 200,000); AID 731, 2007; in the data active = activation above about 23%;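 note: 0% = DMSO and 100% = reference agonist; some compounds past the cut are filed as inactive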
Starred values were filed as active, the others as inactive; x = not tested or not shown.

SMILES | TNAP act hi DEA | HMGR II inh | TNAP inh hi DEA | bIAP inhibitor | TR-FRET SRC-2 ct | bIAP activator | PPARg SRC-2 ag | TNAP inh no acc | PPARg SRC-1 ag | PPARg SRC-3 ag
COC(=O)c1[nH]c2ccccc2c1NC(=O)CN1CCN(C/C=C/c2ccccc2)CC1 | 1.1 | -3 | -6 | -57 | 1262 | 1.6 | -5 | -10 | 0 | -1
CCN(CC)c1ccc2cc(-c3nnc(-c4ccccc4)o3)c(=O)oc2c1 | 0.9 | -1 | 8 | 8 | 1332 | 0.9 | -5 | -14 | 1 | -6
COc1ccc(-c2nc3n(n2)C(c2ccncc2)C(C(N)=O)=C(C)N3)cc1 (centres undefined) | 1 | 3 | 1 | 5 | 1796 | 1 | 0 | -3 | 11 | -10
CCOC(=O)c1sc(C)c2c(=O)n(CCc3ccccc3)nnc12 | 1 | -6 | -5 | 3 | 1671 | 1 | 0 | -7 | 7 | -1
O=C(COC(=O)/C=C/c1cnc2ccccc2n1)NCC(F)(F)F | 1.1 | -1 | -8 | 10 | 1593 | 0.9 | 14 | -6 | 1 | -8
CC1=NN(C(=O)c2cccnc2)C(O)(C(F)(F)F)C1 (centres undefined) | 1 | 0 | 0 | -1 | 1615 | 1 | -2 | 2 | -2 | 0
COc1cc(NS(=O)(=O)c2ccc(C)cc2)c2ncccc2c1 | 1.1 | -6 | -5 | 15 | 1547 | 0.9 | 0 | -4 | 1 | 2
CCCCn1c(CN2CCN(C(=O)OCC)CC2)nc2c1c(=O)[nH]c(=O)n2C | 1 | -1 | -1 | -8 | 1658 | 1.1 | -1 | -8 | 4 | 2
O=C(N/N=C/c1coc2ccccc2c1=O)c1cc2ccccc2o1 | 1 | -5 | -3 | -2 | 1539 | 1 | 3 | -13 | 11 | -2
Cc1ccc(Sc2ncccc2C(=O)O)c(C)c1 | 1 | -1 | 3 | 14 | 1403 | 0.9 | 9 | -5 | 3 | 6
CCOC(=O)c1[nH]c2ccccc2c1NC(=O)COC | 1.1 | 2 | -6 | 10 | 1541 | 0.9 | -2 | -11 | -6 | 4
Cc1nnc(SCCC(C)C)[nH]c1=O | 1 | -8 | -4 | 2 | 1365 | 1 | 11 | 1 | 8 | -2
COc1ccc(S(=O)(=O)Nc2ccncc2)c(C)c1C | 1 | -3 | -4 | -9 | 1538 | 1.1 | 8 | -10 | 10 | 9
CCn1c(COc2ccccc2OC)nnc1SCC#N | 1 | -2 | 2 | 3 | 1540 | 1 | 5 | -5 | -5 | -4
Fc1cccc(CSc2ccc(-c3ccco3)nn2)c1 | 1 | -3 | -2 | 5 | 1475 | 1 | 0 | 12 | 0 | 3
O=C(NCc1ccco1)C1CCCN1C(=O)Nc1ccccc1 (centres undefined) | 1.1 | -6 | -5 | 5 | 1674 | 0.9 | -2 | -17 | -4 | 0
O=C(N/N=C/c1ccc2nccnc2c1)c1cccc([N+](=O)[O-])c1 | 0.9 | -4 | 6 | -18 | 1565 | 1.2 | 7 | -2 | 6 | 1
CCCCCOC(=O)C1=C(C)Nc2nnnn2C1c1ccc(OC)c(OC)c1OC (centres undefined) | 1.1 | -3 | -6 | 3 | 1709 | 1 | 14 | -9 | 7 | 7
COc1ccc(C(=O)OCC(=O)NCc2ccc3c(c2)OCO3)cc1[N+](=O)[O-] | 1 | -10 | 1 | 8 | 1514 | 0.9 | -2 | -6 | -1 | 1
CCC(=O)N1CCN(c2ccc(Cl)cc2NC(=O)Cc2ccccc2)CC1 | 1 | -3 | -4 | -1 | 1549 | 1 | 11 | -3 | -1 | -9
O=C1CCC([N+](=O)[O-])C(c2ccc(Cl)cc2Cl)N1 (centres undefined) | 1.1 | -2 | -5 | 9 | 1433 | 0.9 | 7 | -16 | -4 | -1
COc1ccccc1CNC(=O)CN1CCC(NC(=O)c2ccccc2F)CC1 | 1 | -5 | -3 | -7 | 1510 | 1.1 | 8 | -8 | 7 | 23
Cn1c(=O)c2c(nc(N3CCCCC3)n2CCSc2nc3ccccc3o2)n(C)c1=O | x | x | x | x | 1452 | x | -3 | x | 2 | -12
Cc1nc(NC(=O)CSc2nc3cccnc3n2Cc2ccccc2)sc1C | 1 | -6 | -4 | 7 | 1554 | 0.9 | -4 | -6 | 8 | -5
Cc1noc(C)c1COc1cccc(C(=O)OC(C)C(=O)Nc2ccc3c(c2)OCO3)c1 (centres undefined) | 1 | -1 | -2 | 8 | 1539 | 0.9 | -5 | -5 | 0 | -10

Fetched by compound from the list above:
SMILES | TNAP act hi DEA | HMGR II inh | TNAP inh hi DEA | bIAP inhibitor | TR-FRET SRC-2 ct | bIAP activator | PPARg SRC-2 ag | TNAP inh no acc | PPARg SRC-1 ag | PPARg SRC-3 ag
O=C(COC(=O)/C=C/c1cnc2ccccc2n1)NCC(F)(F)F | 1.1 | -1 | -8 | 10 | 1593 | 0.9 | 14 | -6 | 1 | -8
Cc1ccc(Sc2ncccc2C(=O)O)c(C)c1 | 1 | -1 | 3 | 14 | 1403 | 0.9 | 9 | -5 | 3 | 6

Following part
SMILES | TNAP act hi DEA | HMGR II inh | TNAP inh hi DEA | bIAP inhibitor | TR-FRET SRC-2 ct | bIAP activator | PPARg SRC-2 ag | TNAP inh no acc | PPARg SRC-1 ag | PPARg SRC-3 ag
Cc1ccc(C(=O)/C=C/c2cn(CC(O)CN3CCOCC3)c3ccccc23)cc1 (centres undefined) | 0.9 | -3 | 7 | 0 | 1556 | 1 | -1 | -10 | -3 | -6
Nc1ccccc1C(=O)Nc1cccc(C(=O)O)c1 | 1 | -4 | -4 | 6 | 1446 | 0.9 | 1 | -9 | 7 | -3
O=C(Nc1ccc(N2CCCC2)c(Cl)c1)c1ccccc1[N+](=O)[O-] | 0.9 | -4 | 8 | 14 | 1539 | 0.9 | 3 | -7 | 1 | 2
O=C(COC(=O)c1ccc(Br)o1)Nc1nc2ccccc2s1 | 1 | -2 | -3 | 12 | 1743 | 0.9 | 9 | -9 | 5 | -4
COc1cccc(C(=O)N=c2sc3cc(S(C)(=O)=O)ccc3n2C)c1 | 1 | 2 | 2 | 4 | 1798 | 1 | 19 | -4 | 27* | 16
O=C(/C=C/c1ccc(Cl)cc1Cl)NCc1ccco1 | 1 | -4 | 0 | 10 | 1531 | 0.9 | 0 | -6 | -2 | 0
O=C(CS(=O)(=O)c1ccccc1)Nc1cccnc1 | 1.1 | 1 | -7 | -2 | 1530 | 1 | 4 | -12 | 2 | 3
C/C(=N\NC(=O)c1ccccc1F)c1ccc(C#N)cc1 | 1 | -3 | -4 | -6 | 1597 | 1.1 | -8 | 0 | 3 | 2
O=C(c1cnn2ccccc12)N1CCN(C2CCCCC2)CC1 | 1 | -1 | -2 | 1 | 1559 | 1 | 1 | -13 | 0 | -1
CSc1nc(=NC(C)=O)ss1 | 1.1 | -1 | -7 | 16 | 1645 | 0.8 | 3 | -15 | 3 | 6
CNC(=O)CSc1nc(N)c2c3c(sc2n1)CCC3 | 1 | -2 | 0 | 2 | 1663 | 1 | -5 | -6 | 10 | 3
CCOC(=O)C1=C(O)/C(=C\c2ccc(CNC(=O)C(=O)Nc3ccc(C)c(C)c3)o2)N=C1C | 1 | 0 | 0 | 14 | 1514 | 0.9 | 10 | -6 | 1 | -8
O=c1cc(-c2ccc(F)cc2)[nH][nH]1 | 1 | 4 | -4 | 2 | 1427 | 1 | -1 | -2 | 3 | -4
Cc1cccc(-n2cc3c(=O)n(C)c(=O)n(C)c3c2)c1 | 1.1 | -3 | -6 | 2 | 1637 | 1 | 7 | -9 | 8 | 2
O=C(CCc1cnccn1)NC1CCCc2c1cnn2-c1ccc(F)cc1F (centres undefined) | 1 | -4 | -5 | -14 | 1503 | 1.1 | 3 | -7 | 3 | 2
COCCN(CCOC)C(=S)Nc1cc(S(=O)(=O)N(C)C)ccc1C | 1 | 0 | -2 | -14 | 1474 | 1.1 | -2 | -9 | 0 | 1
Cc1cc(C(=O)NCC(=O)OCC(=O)NCCc2ccccc2)ccc1[N+](=O)[O-] | 1 | 3 | 2 | 11 | 1679 | 0.9 | 3 | -8 | 2 | 0
COc1ccc(-c2nnc3ccc(SCC(=O)Nc4nccs4)nn23)cc1OC | 1.1 | -3 | -6 | -1 | 1435 | 1 | -5 | -16 | -4 | 2
CC(O)Cc1cn([C@@H](CCCCNC(=O)OC(C)(C)C)C(=O)N2CCN(C(=O)OC(C)(C)C)CC2)nn1 (some centres undefined) | 1.1 | 0 | -6 | 6 | 1420 | 0.9 | 6 | -9 | 4 | -1
O=C(Cc1c[nH]c2ccccc12)NCc1ccco1 | 1 | -1 | -3 | -5 | 1729 | 1 | 10 | -8 | 7 | 2
O=C(Cn1nnc(-c2ccc(Cl)cc2)n1)NCCC1=CCCCC1 | 1.1 | 1 | -8 | 43 | 1556 | 0.6 | -3 | -13 | 6 | -2
COc1cc(NS(=O)(=O)c2ccc(Nc3nc(-c4cccc([N+](=O)[O-])c4)cs3)cc2)nc(OC)n1 | 1 | -4 | 0 | -22 | 1568 | 1.2 | -3 | 0 | 5 | -6
Fc1ccccc1Cn1cnc(NC(=S)NCCc2ccccc2)n1 | 1 | 16* | -2 | -8 | 1599 | 1.1 | -7 | -4 | 9 | 2
COC(=O)c1ccc(-c2nc3ccccc3o2)cc1 | 1 | x | -1 | 1 | x | 1 | x | -4 | x | x
CCCN1Cc2cccc(C(=O)NC(CC(=O)OCC)c3ccc(OCC)c(OC)c3)c2C1=O (centres undefined) | 1 | -10 | -1 | -33 | 1684 | 1.3 | 14 | -5 | 2 | 3
Cc1cnc(C(=O)Oc2c(C)ccc(C)c2C)cn1 | 1 | -9 | -5 | 6 | 1684 | 0.9 | 7 | -11 | 7 | 9
Cc1ccnc(N2CCC(C(=O)Nc3ccc4c(c3)OCO4)CC2)n1 | 1 | -1 | -4 | 19 | 1578 | 0.8 | -1 | -11 | -1 | -1
Cc1cccc(C)c1NC(=O)COC(=O)CSc1nnc(N)s1 | 1 | 0 | -1 | -10 | 1302 | 1.1 | 0 | -19 | -3 | 2
Cc1cc(-c2ccccc2)nc(N2CCN(c3ccccn3)CC2)n1 | 1 | -2 | -4 | -6 | 1494 | 1.1 | -3 | 4 | 4 | -1
Cc1ccc2c(c1)cc(CN(Cc1ccco1)C(=O)N1CCOCC1)c1nnnn12 | 1.1 | 2 | -7 | -10 | 1536 | 1.1 | 9 | -18 | 0 | 3

Quoted from the listing.
TNAP act hi DEA with Cc1cc(C(=O)NCC(=O)OCC(=O)NCCc2ccccc2)ccc1[N+](=O)[O-] reads 1
bIAP inhibitor with Cc1cnc(C(=O)Oc2c(C)ccc(C)c2C)cn1 reads 6
bIAP inhibitor with CSc1nc(=NC(C)=O)ss1 reads 16
HMGR II inh with O=c1cc(-c2ccc(F)cc2)[nH][nH]1 reads 4
